# GRK2 inh – human GRK2 inhibition via aptamer displacement. bead flow cytometry, FAM-aptamer displacement from GRK2. inhibition of aptamer binding, % at 10 µM. P25098. hit rate 0.59% among 330,000;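 active means inhibition of aptamer binding above 40%, roughly 3 SD of noise, on plates passing a quality check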;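 further: median bead fluorescence of bound FAM aptamer so fluorescent compounds give negative values; no value below 0 was filed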
# Bcl-xL primary – blocks human Bcl-xL binding to Bim BH3 peptide; Q07817; GST-Bcl-xL / FITC-Bim BH3 peptide fluorescence polarization; inhibition, % at 10.9 µM; hit rate 0.7% among 320,000;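 active means inhibition above the mean of all tested compounds plus 3 SD, cutoff set per campaign, cut at about 30% in these data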;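 further: 0% = DMSO wells and 100% = unlabeled Bim-BH3 peptide competitor; inhibitors lower millipolarization by displacing the labeled peptide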
# MEX-5 binding – C. elegans MEX-5 TCR-2 RNA binding activity; hit rate 0.38% among 300,000; MEX-5/FITC-TCR2 RNA binding, fluorescence polarization; active compounds read low; Q9XUB2; activity score (negative = inhibition of binding), % at 10 µM;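 active means inhibition past about -25% in most replicates, and total fluorescence under double the plate's negative control median, limit read from the data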;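 further: 0% = DMSO and -100% = 5 µM competing unlabeled TCR2 RNA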
# CIT2 TOR yeast – alters CIT2-GFP fluorescence in TOR pathway yeast screen | S. cerevisiae CIT2-GFP strain, flow cytometry, 3 h; 100 means same as DMSO wells | GFP response vs DMSO, % at 10 µM | hit rate 0.065% among 320,000;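 active means GFP response relative to DMSO above a set limit, near the screen mean plus 3 SD, cut at about 150% in these data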;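 further: ratio of well median GFP fluorescence to mean of DMSO wells on the plate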
# VLA-4 inh – inhibition in a human VLA-4 binding assay. inhibition, % (about 7 µM as worked out from the volumes in the protocol). VLA-4 expressing cells, ligand binding flow cytometry. hit rate 0.2% among 330,000. P13612; in the data active means inhibition above about 50%
# Target sequence (P13612 whole entry, looked up): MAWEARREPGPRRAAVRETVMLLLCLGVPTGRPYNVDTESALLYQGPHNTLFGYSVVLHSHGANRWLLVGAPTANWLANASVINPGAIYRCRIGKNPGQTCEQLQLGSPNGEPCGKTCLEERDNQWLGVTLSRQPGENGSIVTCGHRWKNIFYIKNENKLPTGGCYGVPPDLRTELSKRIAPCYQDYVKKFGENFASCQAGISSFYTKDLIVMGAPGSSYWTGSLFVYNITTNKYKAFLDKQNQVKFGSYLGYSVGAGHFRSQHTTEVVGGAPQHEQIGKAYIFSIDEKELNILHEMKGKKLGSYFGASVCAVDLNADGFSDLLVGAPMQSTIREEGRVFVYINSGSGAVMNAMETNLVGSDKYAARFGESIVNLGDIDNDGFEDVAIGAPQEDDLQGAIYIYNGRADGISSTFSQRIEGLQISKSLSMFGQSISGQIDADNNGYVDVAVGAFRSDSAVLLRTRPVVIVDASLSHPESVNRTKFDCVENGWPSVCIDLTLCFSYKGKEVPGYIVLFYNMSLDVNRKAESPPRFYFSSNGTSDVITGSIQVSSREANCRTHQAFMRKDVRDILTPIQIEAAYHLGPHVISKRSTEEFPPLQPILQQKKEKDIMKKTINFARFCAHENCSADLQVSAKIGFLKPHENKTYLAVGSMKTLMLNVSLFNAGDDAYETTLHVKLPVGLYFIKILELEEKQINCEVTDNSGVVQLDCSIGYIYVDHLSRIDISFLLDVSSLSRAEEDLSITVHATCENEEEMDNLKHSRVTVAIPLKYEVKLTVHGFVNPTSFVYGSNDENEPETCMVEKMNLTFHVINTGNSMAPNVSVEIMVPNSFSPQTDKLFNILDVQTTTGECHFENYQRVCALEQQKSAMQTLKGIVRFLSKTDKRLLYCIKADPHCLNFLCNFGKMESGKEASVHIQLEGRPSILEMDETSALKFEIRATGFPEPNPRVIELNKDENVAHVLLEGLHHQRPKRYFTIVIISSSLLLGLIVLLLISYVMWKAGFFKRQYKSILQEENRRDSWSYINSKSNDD
# MCL1 BIM primary – disrupts human MCL1 binding to BIM-BH3 peptide. GST-MCL1 / FITC-Bim-BH3 fluorescence polarization. inhibition, % at 10.9 µM. hit rate 0.68% among 320,000. AID 2057;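 active means inhibition above the mean inhibition of all tested compounds plus 3 SD, set per campaign, cut at about 40% in these data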;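 further: 0% = DMSO wells and 100% = unlabeled Bim-BH3 peptide control; higher means more loss of mP so more displacement of Bim peptide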
# AGP1 TOR yeast – alters AGP1-GFP fluorescence in TOR pathway yeast screen | hit rate 0.02% among 320,000 | S. cerevisiae AGP1-GFP multiplex flow cytometry, 3 h; GFP as percent of DMSO wells | GFP response vs DMSO, % at 10 µM;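 active means GFP response relative to DMSO above a set limit, near screen average plus 3 SD, cut at about 150% in these data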;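 further: median GFP channel fluorescence of the gated AGP1 strain per well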
# GLD-1 RNA inh – GLD-1-TGE RNA interaction inhibition (C. elegans) | Q17339 | purified GLD-1 + fluorescein TGE RNA, fluorescence polarization | inhibition, % at 5.96 µM | hit rate 0.44% among 320,000 | AID 2280;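 active means percent inhibition above a per-plate cutoff, the plate mean of test compounds plus 3 SD, cut at about 30% in these data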;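 further: 0% = DMSO wells with GLD-1 and probe and 100% = wells lacking GLD-1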
# Fam108B inh – Fam108B inhibition, counter-screen for RBBP9 inhibitors; recombinant Fam108B, FP-Rh probe fluorescence polarization; hit rate 0.33% among 300,000; inhibition, % at 9.51 µM;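 active means inhibition above the screen mean inhibition plus 3 SD, computed separately per campaign, cut at about 18% in these data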;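 further: inhibitors lower polarization as less probe binds the enzyme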
# Starred values were filed as active, the others as inactive; · = no result given.
SMILES,GRK2 inh,Bcl-xL primary,MEX-5 binding,CIT2 TOR yeast,VLA-4 inh,MCL1 BIM primary,AGP1 TOR yeast,GLD-1 RNA inh,Fam108B inh
CCc1cccc(OCCCCN(CC)CC)c1,0,3,-0.6,95,2,1,104,1,4
CN(C)S(=O)(=O)Oc1cccc(C(=O)Nc2ccccc2Cl)c1,0,4,-0.9,97,-2,1,·,4,3
CCOC(=O)N/N=C\c1cccc(OC)c1OC/C=C/c1ccccc1,2,·,-1.3,86,1,·,81,·,·
N#Cc1ccc(CSc2nnc(NC(=O)C3CC(=O)N(c4ccc5c(c4)OCCO5)C3)s2)cc1 (centres undefined),5,-4,1.4,96,5,13,101,-11,3
CCCCCN1CC(=O)N2[C@@H](Cc3c([nH]c4ccccc34)C2(C)C)C1=O,1,-1,1.1,100,8,-1,96,-2,0
Cn1ncc([N+](=O)[O-])c1C(=O)Nc1ccc(-c2nc3ccccc3[nH]2)cc1,0,5,0.9,96,7,1,102,5,-4
COc1cccc(C(=O)N(CN2CCCC2=O)c2cc(C)on2)c1,0,0,2.6,102,2,1,106,-3,-2
O=[N+]([O-])c1nn(-c2ccc(Cl)cc2)n(O)c1=NCc1ccccc1,2,4,-1.8,85,0,2,93,3,4
COc1ccc(S(=O)(=O)Nc2ccc3c(c2)OCO3)cc1,0,1,0.6,96,3,7,95,-3,0
COc1ccc(-c2nn(C)c(=O)c3ccccc23)cc1NC(=O)Cn1nc(-c2ccccc2)c2ccccc2c1=O,0,-9,3.2,90,22,-8,98,-12,-36
COc1ccc2[nH]cc(C(=O)NCCc3ccccc3)c(=O)c2c1,1,10,1.1,100,-1,1,99,3,-1
O=C(NCCNc1ccc([N+](=O)[O-])cc1)c1cc(F)c(F)cc1Cl,0,2,-0.3,96,-1,7,108,-4,-3
CCc1c(O)nc(SC2CC(=O)N(c3ccc(F)c(Cl)c3)C2=O)[nH]c1=O (centres undefined),1,5,-1.3,109,2,4,102,4,1
COc1ccccc1N1CCN(C2CCCN(C(=O)c3oc(C)cc3C)C2)CC1 (centres undefined),22,-8,0.8,96,-1,-14,102,-3,-6
O=C(COc1ccc(S(=O)(=O)NC2CCCCC2)cc1)NC1CC1,0,-1,0.6,98,-17,6,92,4,-2
O=c1[nH]c(/C(=N\O)c2ccccc2)no1,4,-1,-2.3,101,6,3,93,-3,0
Nc1ccc(CCc2ccc(N)cc2)cc1,0,2,2.5,93,12,2,106,-2,-1
CCN(CC(=O)Nc1ccc(NC(C)=O)cc1)C(=O)CCCOc1ccc(C(C)(C)C)cc1,0,-17,1.0,91,3,-16,90,4,6
COc1cc(C(=O)NCC(c2cccnc2)N2CCN(c3ccccc3)CC2)cc(OC)c1OC (centres undefined),2,6,-0.4,100,-14,8,99,-4,-7
CCc1ccc(NC(=O)C2=CC(c3ccc(OC)c(OC)c3)=NS(=O)(=O)N2C)cc1,2,3,1.7,97,5,1,101,6,-13
CNc1snc(C)c1C(=O)OCC(=O)c1ccc(OC)c(F)c1,0,3,·,97,-6,-3,103,2,·
CC(C)NC(=S)N1CCN(C(c2ccccc2)c2ccccc2)CC1,0,5,-1.3,103,17,16,101,1,-1
CCN(CC)S(=O)(=O)c1ccc(NC(=O)Cc2cccs2)cc1,2,-12,1.9,96,6,-10,94,-10,3
O=C(COC(=O)c1ccc(Cl)nc1)Nc1cccnc1Cl,6,2,-2.0,100,0,1,107,3,2
CCOC(=O)Cc1csc(NC(=O)C(C)Oc2ccc3c(C)cc(=O)oc3c2)n1 (centres undefined),2,4,2.6,93,12,-2,105,0,1
CCN(CC)CCNC(=S)Nc1ccc(F)cc1,3,1,2.8,96,1,8,93,-3,1
Cc1nc(-c2ccccc2)nc2sc(C(=O)c3ccc(F)cc3)c(N)c12,3,-4,-4.0,102,-6,-7,103,-7,-3
CCOC(=O)c1c(-c2ccccc2)csc1NC(=O)CSc1nc(N)cc(N)n1,0,2,1.8,97,30,-2,96,-1,0
CCN1C(=O)[C@@H]2[C@@H](c3ccc(-c4cccc(Cl)c4)cc3)N3CCC[C@@]3(C(=O)OC)[C@@H]2C1=O,0,-6,-0.7,95,8,-9,103,-2,2
CN(c1ccccc1)S(=O)(=O)c1cc(Cl)ccc1Cl,0,-1,-5.0,86,51*,7,90,3,-4
O=C(CCc1ccccc1)Nc1nc2n(n1)C(c1ccc(Cl)cc1)CC(=O)N2 (centres undefined),100*,0,2.3,100,4,5,98,-3,-6
O=C(Nc1cccc(-n2cnnn2)c1)c1cccs1,0,1,1.6,103,4,5,99,-2,-2
CCOc1ccc(CCNC(=O)C2CC(=O)N(c3ccc4c(c3)OCCO4)C2)cc1OCC (centres undefined),2,-14,0.4,100,-6,-8,92,1,1
COc1cccc(C(=O)NC(=O)Nc2nc(C)cc(C(F)(F)F)n2)c1,1,5,0.1,115,-9,7,96,-6,1
COc1ccc(CNCCNC(=O)c2cccs2)c(OC)c1OC,0,4,-3.4,92,-10,1,98,-5,0
O=C(COC(=O)[C@@H]1CCCN1S(=O)(=O)c1ccccc1F)NCc1ccc2c(c1)OCO2,0,-3,·,96,-12,-5,97,2,·
Cc1c(-c2nc(-c3cccnc3)no2)cccc1[N+](=O)[O-],3,4,1.6,95,8,0,89,3,3
COc1ccc(N2CCN(C3CCCN(C(=O)c4ccoc4)C3)CC2)cc1 (centres undefined),2,5,1.3,103,10,9,99,-6,4
CCCCC1CN2CCc3c([nH]c4ccccc34)C2(C)C1 (centres undefined),0,5,0.2,102,-11,-4,103,0,-8
O=S(=O)(NCc1ccc(F)cc1)c1ccccc1Br,1,8,·,88,-5,2,86,-1,·

# Reformatted with two lines to a compound: 2 of the compounds above.
# Value order: GRK2 inh | Bcl-xL primary | MEX-5 binding | CIT2 TOR yeast | VLA-4 inh | MCL1 BIM primary | AGP1 TOR yeast | GLD-1 RNA inh | Fam108B inh
CCOC(=O)c1c(-c2ccccc2)csc1NC(=O)CSc1nc(N)cc(N)n1
    0 | 2 | 1.8 | 97 | 30 | -2 | 96 | -1 | 0
Cc1nc(-c2ccccc2)nc2sc(C(=O)c3ccc(F)cc3)c(N)c12
    3 | -4 | -4.0 | 102 | -6 | -7 | 103 | -7 | -3

# Single records, from the list above. Values in the order: GRK2 inh | Bcl-xL primary | MEX-5 binding | CIT2 TOR yeast | VLA-4 inh | MCL1 BIM primary | AGP1 TOR yeast | GLD-1 RNA inh | Fam108B inh
# Profile of CCCCC1CN2CCc3c([nH]c4ccccc34)C2(C)C1 (centres undefined) → 0 | 5 | 0.2 | 102 | -11 | -4 | 103 | 0 | -8
# Profile of CCN1C(=O)[C@@H]2[C@@H](c3ccc(-c4cccc(Cl)c4)cc3)N3CCC[C@@]3(C(=O)OC)[C@@H]2C1=O → 0 | -6 | -0.7 | 95 | 8 | -9 | 103 | -2 | 2
# Profile of CCOC(=O)c1c(-c2ccccc2)csc1NC(=O)CSc1nc(N)cc(N)n1 → 0 | 2 | 1.8 | 97 | 30 | -2 | 96 | -1 | 0
# Profile of CCOC(=O)Cc1csc(NC(=O)C(C)Oc2ccc3c(C)cc(=O)oc3c2)n1 (centres undefined) → 2 | 4 | 2.6 | 93 | 12 | -2 | 105 | 0 | 1
# Profile of O=C(COC(=O)[C@@H]1CCCN1S(=O)(=O)c1ccccc1F)NCc1ccc2c(c1)OCO2 → 0 | -3 | · | 96 | -12 | -5 | 97 | 2 | ·

# Continued.
SMILES,GRK2 inh,Bcl-xL primary,MEX-5 binding,CIT2 TOR yeast,VLA-4 inh,MCL1 BIM primary,AGP1 TOR yeast,GLD-1 RNA inh,Fam108B inh
COc1ccc(CNC(=O)COc2ccc(Br)c(C)c2)cc1,0,6,-1.7,98,-6,11,96,1,5
CSc1n[nH]c(=O)n1C1CCCCC1,0,4,1.8,105,-1,5,103,3,3
O=C(N/C(=C/C=C\c1ccccc1)C(=O)N1CCOCC1)c1ccc(Br)cc1,2,9,·,91,14,3,100,3,7
COc1cc2nc(N(CCN(C)C)C(=O)c3ccc(S(=O)(=O)N(C)CC4CCCO4)cc3)sc2cc1OC (centres undefined),0,4,1.4,93,12,1,98,3,3
Cc1cc(NC(=O)CSc2ccc(-c3cccc([N+](=O)[O-])c3)nn2)no1,0,-3,2.2,95,17,5,103,-4,0
CCOCc1cc(C2NC(=O)NC(C)=C2C(=O)OCC)ccc1OC (centres undefined),0,6,-0.7,91,28,3,94,1,0
Cc1ccccc1NC(=O)Cn1nnc2sc3c(c2c1=O)CC(C)(C)OC3,·,5,-1.3,95,-2,3,102,7,1
COc1ccc(N(C(=O)Cn2nnc(-c3ccc(F)cc3)n2)C(C)C(=O)NC2CCCC2)cc1 (centres undefined),6,1,0.7,97,-3,3,96,3,2
COc1ccc(/C=N/NC(=O)CN2CCSCC2)c(OC)c1,1,4,0.9,94,-9,13,91,0,0
COc1ccc(N2CC(NC(=O)NCCC(C)C)CC2=O)cc1 (centres undefined),0,3,-0.8,103,35,7,102,4,1
C=C(C)c1cccc(C(C)(C)NC(=O)N2CCN(CC(N)=O)CC2)c1,1,4,-0.4,95,16,4,98,4,-3
COc1ccc(C2SCC(=O)N2CC23CC4CC(CC(C4)C2)C3)cc1 (centres undefined),0,4,1.0,93,10,11,95,3,-7
COc1ccc(OCC(O)CN2CCN(CC(O)COc3ccc(OC)cc3)CC2)cc1 (centres undefined),0,·,0.5,101,-4,·,99,·,·
O=C(CNS(=O)(=O)c1cccs1)N1CCc2ccccc2C1,1,5,-0.5,96,2,4,98,0,0
COc1ccc(/C=N/NC(=O)Cn2nnc3ccccc32)cc1OC,2,4,-1.8,103,-4,2,102,2,-1
O=S(CCc1ccncc1)Cc1ccccc1 (centres undefined),0,-1,-1.5,109,-15,1,102,-2,-2
CCn1c2ccccc2c2nnc(SCC(=O)Nc3ccc4c(c3)OCO4)nc21,0,3,0.1,94,7,5,98,-6,2
CC(=O)Nc1ccc(Nc2cc(C)nc3ccccc23)cc1,1,0,-1.8,111,-8,-1,112,9,-5
CCOc1ccc(/C=C(\C)C(=O)c2c(C)cc(C)[nH]c2=O)cc1,1,7,1.0,107,-3,5,100,-1,0
CCN1C2=NCCCN2c2ccccc21,2,4,-0.7,108,-4,5,105,-5,-4
C=CC(COCc1ccccc1)N(Cc1ccc(OC)cc1)S(=O)(=O)c1ccccc1Br (centres undefined),0,2,1.3,81,9,3,87,-8,-5
O=C(COC(=O)c1ccccn1)Nc1ccc(S(=O)(=O)N2CCOCC2)cc1,0,-4,-3.0,100,28,-14,101,7,6
Cc1ccc(OCC(=O)N/N=C/c2ccncc2)cc1C,0,6,-1.1,92,1,7,100,-7,3

# From PubChem
